# ULK1 inh = ULK1 kinase inhibitors, primary screen, biochemical, AlphaScreen | AlphaScreen Atg13 phosphorylation by ULK1, luminescence | inhibition, % at 5.96 µM | Serine/threonine-protein kinase ULK1 (Homo sapiens), O75385 | 1.9% of 30,000 active; in the data active means inhibition above about 43%;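 further: 0% = median of compound wells and 100% = no enzyme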
# ASK1 primary = ASK1 kinase inhibitors, primary screen, biochemical, AlphaScreen; 0.99% of 22,000 active; inhibition, % at 7.44 µM; Mitogen-activated protein kinase kinase kinase 5 (Homo sapiens), Q99683; AlphaScreen MKK6 phosphorylation by ASK1, luminescence; in the data active means inhibition above about 35%;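 further: 0% = median of compound wells and 100% = no enzyme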
# Target sequence (Q99683 whole entry, looked up): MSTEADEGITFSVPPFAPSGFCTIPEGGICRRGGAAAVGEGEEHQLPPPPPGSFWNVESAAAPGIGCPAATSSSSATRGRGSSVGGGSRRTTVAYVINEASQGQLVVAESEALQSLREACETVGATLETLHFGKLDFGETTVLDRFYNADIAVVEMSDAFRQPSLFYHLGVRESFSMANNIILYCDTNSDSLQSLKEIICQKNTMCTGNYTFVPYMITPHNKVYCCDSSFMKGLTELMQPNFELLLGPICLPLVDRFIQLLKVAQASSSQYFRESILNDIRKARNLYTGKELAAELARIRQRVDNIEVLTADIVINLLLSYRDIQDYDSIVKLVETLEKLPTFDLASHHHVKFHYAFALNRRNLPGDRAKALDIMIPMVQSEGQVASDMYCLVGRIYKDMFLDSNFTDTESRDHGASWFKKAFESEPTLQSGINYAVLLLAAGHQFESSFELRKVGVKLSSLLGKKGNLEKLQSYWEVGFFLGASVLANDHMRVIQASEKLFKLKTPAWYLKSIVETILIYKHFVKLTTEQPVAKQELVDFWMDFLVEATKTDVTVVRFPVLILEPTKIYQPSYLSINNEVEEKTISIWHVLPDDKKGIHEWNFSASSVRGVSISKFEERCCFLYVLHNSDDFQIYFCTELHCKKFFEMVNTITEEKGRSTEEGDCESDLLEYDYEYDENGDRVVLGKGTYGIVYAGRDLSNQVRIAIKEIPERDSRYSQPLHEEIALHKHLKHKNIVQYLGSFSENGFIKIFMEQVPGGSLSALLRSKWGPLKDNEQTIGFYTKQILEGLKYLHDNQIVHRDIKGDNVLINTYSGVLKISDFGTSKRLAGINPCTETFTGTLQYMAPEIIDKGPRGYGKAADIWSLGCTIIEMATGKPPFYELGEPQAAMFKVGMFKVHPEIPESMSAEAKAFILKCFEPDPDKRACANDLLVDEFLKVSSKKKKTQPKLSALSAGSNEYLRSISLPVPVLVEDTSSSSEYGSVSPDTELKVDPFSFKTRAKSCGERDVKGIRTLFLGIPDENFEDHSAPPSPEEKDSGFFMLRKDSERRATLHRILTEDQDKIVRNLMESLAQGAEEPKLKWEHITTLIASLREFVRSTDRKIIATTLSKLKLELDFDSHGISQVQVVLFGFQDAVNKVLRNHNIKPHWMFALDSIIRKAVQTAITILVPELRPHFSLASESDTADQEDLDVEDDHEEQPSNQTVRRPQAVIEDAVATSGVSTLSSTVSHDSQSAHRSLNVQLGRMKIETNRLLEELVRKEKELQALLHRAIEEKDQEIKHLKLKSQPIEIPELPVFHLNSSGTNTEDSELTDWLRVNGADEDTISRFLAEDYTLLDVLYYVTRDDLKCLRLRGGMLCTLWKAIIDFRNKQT
# An asterisk follows results filed as active; x = not tested or not shown.
molecule	ULK1 inh	ASK1 primary
OC1CCC(Nc2nc(NC3CCN(Cc4ccccc4)CC3)c3ncn(Cc4ccc(C(F)(F)F)cc4)c3n2)CC1 (configuration not stated)	-15	-5
c1cncc(Nc2nc(Nc3ccc(N4CCOCC4)cc3)c3ncn(-c4ccsc4)c3n2)c1	49*	29
O=C(NCCOc1ccccc1)c1cc(NCc2cccnc2)nc2ccccc12	7	-1
CC(=O)N1CCN(CCNC(=O)c2cccc(-n3ncc4cc(Nc5cccc(C)c5Cl)ccc43)c2)CC1	-32	-16
Fc1ccc(-c2cnc(NCCc3ccccc3)nc2)cc1	-7	x
O=C(NCCOc1ccccc1)c1cccc(Nc2ncccn2)c1	-2	-16
Cc1ncn(-c2ccc(Nc3ncc4cccc(-c5ccnc6ccccc56)c4n3)cc2)n1	3	14
c1ccc(OCCNc2cc(N3CCc4ccccc4C3)ncn2)cc1	-15	-8
CN1CCN(C(=O)c2ccc(-c3nc(NCCOc4ccccc4)c4ncn(Cc5ccc(C(F)(F)F)cc5)c4n3)cc2)CC1	-32	-4
Cn1nccc1Nc1cccc(C(=O)NC2CC2)n1	-9	5
O=C(NCCN1CCOCC1)c1cnc(NC2CCC(O)CC2)s1 (configuration not stated)	-6	-8
CNC(=O)/C(C#N)=C/c1ccc(-c2ccc([N+](=O)[O-])cc2Br)o1	3	x
COc1cc(NC(=O)[C@H](N)c2ccc(F)cc2)c(F)cc1-c1cn[nH]c1	5	9
COc1ccc(-c2nc(NCCOc3ccccc3)c3ncn(C4CCCCC4)c3n2)cc1	2	-2
CCN(CC)c1nc(Nc2cc(OC)c(OC)c(OC)c2)nc(NC2CC2)n1	-1	6
Cc1nn(C)c(C)c1-c1cccc(C(N)=O)c1	20	0
Cc1ccccc1C(=O)N1CC(=O)Nc2cc(S(C)(=O)=O)ccc21	5	x
Cn1nccc1Nc1cc(Nc2ccccc2)ncn1	2	18
COc1ccc2c(c1)CC(C(=O)Nc1cc(F)c(-c3cn[nH]c3)c(F)c1)CO2 (configuration not stated)	7	0
C[N+](C)(C)CCO	2	x
COc1cc2nc(Nc3ccncc3)nc(Nc3cc(OC)c(OC)c(OC)c3)c2cc1OC	-14	3
Cc1cnnn1-c1ccc(Nc2nccc(-c3ccc(NS(C)(=O)=O)cc3)n2)cc1	49*	6
CC(C)n1cnc2c(NCc3ccccc3)nc(Nc3ccccc3)nc21	-21	15
Cc1cnc(NC2CCN(Cc3ccccc3)CC2)nc1NCCN1CCOCC1	-11	-6
COc1cccc(CCC(=O)Nc2ccc(-c3cn[nH]c3)cc2OC2CCNCC2)c1	4	3
O=C(NCCS(=O)(=O)N1CCN(c2cccc(Cl)c2)CC1)c1ccccc1F	-4	x
COc1ccc(CCNc2nc(N3CCN(c4ccccn4)CC3)nc3nc[nH]c23)cc1	-41	-8
C=C[C@]1(C)C[C@@H](OC(=O)CO)[C@]2(C)C(C)CC[C@]3(CCC(=O)[C@H]32)[C@@H](C)[C@@H]1O (some centres not stated)	-5	x
CN(Cc1ccccc1)c1[nH]c(=O)n(C)c(=O)c1Cc1ccc(F)cc1F	6	x
C=CCCCCCCCCC(=O)O	-3	x

# Printed as active in ULK1 inh (from the list above):
molecule	ULK1 inh	ASK1 primary
c1cncc(Nc2nc(Nc3ccc(N4CCOCC4)cc3)c3ncn(-c4ccsc4)c3n2)c1	49*	29
Cc1cnnn1-c1ccc(Nc2nccc(-c3ccc(NS(C)(=O)=O)cc3)n2)cc1	49*	6

# The listing picks up; the 5 compounds before the break are reprinted first.
molecule	ULK1 inh	ASK1 primary
O=C(NCCS(=O)(=O)N1CCN(c2cccc(Cl)c2)CC1)c1ccccc1F	-4	x
COc1ccc(CCNc2nc(N3CCN(c4ccccn4)CC3)nc3nc[nH]c23)cc1	-41	-8
C=C[C@]1(C)C[C@@H](OC(=O)CO)[C@]2(C)C(C)CC[C@]3(CCC(=O)[C@H]32)[C@@H](C)[C@@H]1O (some centres not stated)	-5	x
CN(Cc1ccccc1)c1[nH]c(=O)n(C)c(=O)c1Cc1ccc(F)cc1F	6	x
C=CCCCCCCCCC(=O)O	-3	x
CC(=O)Nc1ccc(NC(=O)c2ccc3nc(-c4csc5ccccc45)sc3c2)cc1	22	25
O=C(NC1CC1)c1ccc(-c2ccc(C(=O)Nc3ccccc3)s2)cc1	-6	2
O=C(O)c1cc([N+](=O)[O-])cc([N+](=O)[O-])c1N1CCCCC1	13	x
CCCNc1cc(N2CCCC2CO)ncn1 (configuration not stated)	-3	-3
COc1ccc(CCNC(=O)c2ccnc(Nc3nccc4ccccc34)c2)cc1	-2	-7
CN(c1ccc2[nH]ncc2c1)C1C=CN(CC(O)c2ccc(Br)cc2)CC1 (configuration not stated)	-3	-3
CNC(=O)c1ccccc1Nc1cc(NCc2ccccc2)ncc1C(F)(F)F	55*	6
O=C(NCc1cccc(C(F)(F)F)c1)c1cccc(-c2ccccc2)c1	-7	-18
O=C1CCCN1CCCNc1nc(NCc2ccc3c(c2)OCO3)nc2c1ncn2CCN1CCCC1=O	3	-32
Nc1cccc(-c2ccc(C(=O)NC3CCN(Cc4ccccc4)CC3)s2)c1	1	-12
O=C1N[C@@H](C(=O)Nc2ccc(-c3cn[nH]c3)cc2)Cc2ccccc21	4	-5
COc1cccc(CC(=O)Nc2cnn(-c3cccc(C(=O)Nc4ccc(N5CCOCC5)cc4)c3)c2)c1	1	7
COc1cc(/C=C/c2[nH]c(=O)[nH]c(=O)c2[N+](=O)[O-])cc([N+](=O)[O-])c1O	15	x
Cn1cc(-c2ccc3nc(Nc4ccc(-n5cnc(N6CCOCC6)n5)cc4)ncc3c2)cn1	4	8
CCCC(CCC)C(=O)OC1C[C@H]2CC[C@@H](C1)[N+]2(C)C (some centres not stated)	-4	x
O=C(O)Cc1cccc2c(=O)cc(-c3ccccc3)oc12	-3	x
CC(=O)Nc1ccc(Nc2nc(N3CCOCC3)nc3c2ncn3CCN2CCCC2=O)cc1	7	0
Cc1sccc1Br	12	x
COc1cc(Nc2nc(-c3csc4ccccc34)nc3c2ncn3-c2ccccc2)cc(OC)c1OC	2	0
O=C(NCCN1CCOCC1)c1cnc(N2CCC(N3CCOCC3)CC2)s1	6	-6
COc1cc2nc(N3CCC(N4CCOCC4)CC3)nc(N)c2cc1OC	-14	7
CCOc1cc(/C=C(\C#N)C(=O)NCC2CCCO2)ccc1OCCOc1ccccc1 (configuration not stated)	-9	x
FC(F)(F)c1ccc(Cn2cnc3c(Nc4ccccc4)nc(Nc4ccncn4)nc32)cc1	4	-3
Nc1cccc(-c2nc(NCCOc3ccccc3)c3ncn(Cc4ccc(C(F)(F)F)cc4)c3n2)c1	-22	9
Cc1cnc(-c2ccc(C(N)=O)cc2)nc1NCCN1CCOCC1	0	-17
Cc1cc(-n2c(C)nc3ncccc3c2=O)ccc1NC(=O)c1cccc(Br)c1	15	x
Cc1cnc(-c2ccc(C(=O)N3CCN(C)CC3)cc2)nc1Nc1ccc(Oc2ccccc2)cc1	20	23
Cn1c(Nc2ccc(-n3cc(CC(=O)NCc4ccccc4)c4ccccc43)nn2)nc2ccccc21	21	18
O=C(CCl)Nc1cc(C(F)(F)F)ccc1N1CCOCC1	7	x
COCCNC(C)c1ccc2c(c1)CC(c1nc3ccc(-c4ccnc(N)n4)cc3[nH]1)CO2 (configuration not stated)	-15	-9

# Record cards, as listed above. Screens in order: ULK1 inh, ASK1 primary
# Profile of `Cn1cc(-c2ccc3nc(Nc4ccc(-n5cnc(N6CCOCC6)n5)cc4)ncc3c2)cn1` = 4, 8
# Profile of `Cc1cnc(-c2ccc(C(=O)N3CCN(C)CC3)cc2)nc1Nc1ccc(Oc2ccccc2)cc1` = 20, 23

# (next part)
molecule	ULK1 inh	ASK1 primary
COc1ccc2c(c1)CC(C(=O)Nc1ccc(-c3cn[nH]c3)cc1Oc1ccccc1)CO2 (configuration not stated)	2	-9
FC(F)(F)c1cccc(CNc2ncnc3nc(N4CCOCC4)[nH]c23)c1	-8	-25
CCN(CC)CCOc1cc(-c2cn[nH]c2)ccc1NC(=O)C1COc2ccc(OC)cc2C1 (configuration not stated)	2	5
CC(C)N(CCNc1ncnc2nc(Nc3ccncn3)[nH]c12)C(C)C	13	3
CC1CCCN(C(=S)Nc2ccccc2)C1 (configuration not stated)	1	x
O=C(NCCc1ccc(O)cc1)c1cnc(NCCN2CCOCC2)s1	-3	16
Cc1cc(NCCc2ccc(O)cc2)nc(Nc2nccc3ccccc23)n1	-8	-6
Nc1nc(NC2CC2)cc(-c2cccs2)n1	-8	-10
Cc1ccc(C)c(CSc2ncc(CO)n2CC(=O)NC2CCCC2)c1	10	x
Cc1ncn(-c2ccc(Nc3nccc(-c4ccc(NS(C)(=O)=O)cc4)n3)cc2)n1	57*	6
CCNc1ncc(C(=O)NCCN2CCOCC2)s1	-31	2
CC(C)(Cc1ccc(O)cc1)NC(=O)CC(=O)N/N=C/c1cccc(F)c1	-4	x
CC(C)(C)NCC(O)c1ccc(O)c(CO)c1 (configuration not stated)	0	x
OCCN1CCN(c2cc(-c3ccccc3F)nc(-c3cccnc3)n2)CC1	-12	x
Nc1nc(NCc2cccc(C(F)(F)F)c2)cc(NCc2ccc3c(c2)OCO3)n1	2	-4
Nc1ccc(O)c(N)c1	40	x
O=C1CCCN1CCCNc1cc(-c2csc3ccccc23)ncn1	1	-6
CCCNc1nc(Nc2nc3ccccc3n2C)nc2c1ncn2CCN1CCCC1=O	1	-14
C=CCN1C(=O)C(C)(C)COc2cc(NC(=O)c3ccc(Cl)cc3)ccc21	-2	x
CCN(CC)c1nc(NCCc2ccc(O)cc2)nc(Nc2nccc3ccccc23)n1	-26	-1
CCCNc1nc(NCc2cccnc2)nc2c1ncn2C1CCCCC1	5	9
CC(C)C1CCC(C(=O)N[C@@H](Cc2ccccc2)C(=O)O)CC1 (some centres not stated)	-2	x
COc1ccc(/C=C/C(=O)Nc2ccc3[nH]ncc3c2)cc1	7	-15
COc1cc(Nc2ccnc(Nc3ccc(N4CCOCC4)cc3)n2)cc(OC)c1OC	6	18
Cn1nccc1Nc1ncc(C(=O)NCCc2ccc(O)cc2)s1	-6	-1
CN(C)C(=O)c1cnccc1Nc1cccc(C(=O)NCC[C@H](O)C(=O)N(C)C)c1	-9	2
CC(=O)Nc1ccc(NC(=O)c2ccnc(NCc3cccnc3)c2)cc1	11	-5
CN1CCN(c2ccc(-c3ccc(C(=O)NCc4cccnc4)s3)cc2)CC1	3	-14
Nc1nc(=O)n([C@@H]2CS[C@H](CO)O2)cc1F	9	x
Nc1nc(NCCO)cc(NCc2ccc3c(c2)OCO3)n1	-19	-20
Cc1ccc2c(C(=O)CCl)c(C)[nH]c2c1	13	x
Cc1cnc(Nc2cnccn2)nc1NCc1cccnc1	-2	-9
Cc1cc(Nc2ccc(N3CCOCC3)cc2)nc(-c2c(C)noc2C)n1	11	14
